PAFAH1B2 inh – inhibitors of human PAFAH1B2; recombinant PAFAH1B2, FP-rhodamine activity probe, fluorescence polarization; inhibition, % at 3.39 µM; 340,000 compounds, 1.2% hits;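 active = inhibition above the mean of all tested compounds plus 3 SD, cut at about 24% in these data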;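 note: 0% = enzyme with DMSO and 100% = wells lacking PAFAH1B2; many of its hits are not listed in these tables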
Target sequence (P68402 whole entry, looked up): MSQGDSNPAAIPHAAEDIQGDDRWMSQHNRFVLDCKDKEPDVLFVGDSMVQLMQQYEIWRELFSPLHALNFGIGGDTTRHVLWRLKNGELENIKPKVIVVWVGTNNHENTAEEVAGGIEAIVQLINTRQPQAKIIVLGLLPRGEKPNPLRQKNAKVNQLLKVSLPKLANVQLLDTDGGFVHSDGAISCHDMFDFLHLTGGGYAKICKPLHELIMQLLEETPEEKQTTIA
MEX-5 binding – C. elegans MEX-5 TCR-2 RNA binding activity. Q9XUB2. MEX-5/FITC-TCR2 RNA binding, fluorescence polarization; hits give low values. activity score (negative = inhibition of binding), % at 10 µM. 300,000 compounds, 0.38% hits;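 active = inhibition past about -25% in most replicates, and total fluorescence under double the plate's negative control median, limit read from the data; inconclusive = replicates evenly split on the limit, or fluorescence at least double controls; inactive = too little inhibition in most replicates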;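 note: 0% = DMSO and -100% = 5 µM competing unlabeled TCR2 RNA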
Target sequence (Q9XUB2 whole entry, looked up): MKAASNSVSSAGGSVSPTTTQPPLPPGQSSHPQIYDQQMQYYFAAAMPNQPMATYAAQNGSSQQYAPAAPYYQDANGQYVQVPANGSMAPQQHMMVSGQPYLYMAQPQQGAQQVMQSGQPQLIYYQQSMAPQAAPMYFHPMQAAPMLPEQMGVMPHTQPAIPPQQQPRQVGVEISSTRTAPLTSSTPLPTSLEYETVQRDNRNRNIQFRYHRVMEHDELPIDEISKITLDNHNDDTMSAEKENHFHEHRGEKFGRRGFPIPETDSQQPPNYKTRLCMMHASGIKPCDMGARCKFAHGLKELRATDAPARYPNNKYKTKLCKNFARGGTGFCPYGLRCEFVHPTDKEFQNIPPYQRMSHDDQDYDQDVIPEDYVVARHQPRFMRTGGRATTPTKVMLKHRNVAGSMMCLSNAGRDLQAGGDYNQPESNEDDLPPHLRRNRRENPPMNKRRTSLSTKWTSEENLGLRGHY
An asterisk follows results filed as active; ? = inconclusive. Not all compounds are listed; rates above refer to the full screens.

PAFAH1B2 inh | MEX-5 binding | molecule
6.8 | -1.5 | COc1ccc2nc(NC(=O)CCc3nc(-c4ccccc4F)no3)sc2c1
3.3 | 1.5 | CN1CCN(c2nc3c(c(=O)[nH]c(=O)n3C)n2Cc2ccc(Cl)cc2)CC1
5.0 | 1.4 | CCOc1ccc2nc(SCC(=O)NCc3ccc(OC)cc3)[nH]c2c1
0.7 | -2.0 | O=C(CSc1nnc(-c2ccncc2)o1)N1CCCCCC1
-5.2 | 1.6 | CCOc1ccc(NC(=O)CN2CCN(CC(=O)c3ccc(OCC)cc3)CC2)cc1
2.1 | -5.7 | CC(=O)NNC(=O)c1[nH]c2ccc(Br)cc2c1-c1ccccc1
-16.1 | 2.0 | O=C(CSc1nc(-c2ccc(F)cc2)nc2c1Cc1ccccc1O2)Nc1cccc(C(=O)O)c1
6.1 | -1.3 | S=C(NCc1ccccc1)NCc1ccco1
18.3 | -25.8* | COc1cc(NCCCC(C)N)c2ncccc2c1 (centres undefined)
0.3 | 0.7 | C/C(=N/N1CCN(Cc2ccccc2)CC1)c1ccc(Br)cc1
3.6 | -2.1 | CC(=O)Nc1cccc(NC(=O)C(=O)Nc2ccc3c(c2)N(C(=O)C2CC2)CCC3)c1
7.2 | 0.7 | CCCCNC(=O)CCn1c(=O)c2cccn2c2ccc(F)cc21
-1.1 | 0.5 | N#CC1=C(Nc2ccccc2)SC=C(c2ccccc2)N=C1N1CCOCC1
1.9 | ? | Cc1ccc2[nH]c(C)c(/C=C/c3cc[n+](C)cc3)c2c1
4.2 | 0.9 | Cc1nc2nc(SCc3ccccc3)[nH]n2c(=O)c1C
-0.6 | 3.9 | CCC(C)(C)NC(=O)CSc1nc(Cc2ccccc2)nc2ccccc12
1.5 | -0.7 | CCCCN1C(=O)CC(C(=O)OCC)=C1C
4.3 | 0.8 | S=c1[nH]nc(-c2ccccn2)n1/N=C/c1ccc(-c2ccccc2Br)o1
1.4 | 0.6 | CC(C)(C)N=C(NS(=O)(=O)c1cccs1)c1ccccc1
-1.4 | -49.8* | COc1ccc(NC(=O)NS(=O)(=O)c2ccc(C)cc2)cn1
6.0 | 4.1 | CCNC(=O)NC1(C(=O)N2CCC(Cc3ccccc3)CC2)CCCCC1
-1.9 | 2.6 | COC(=O)c1sc2ccccc2c1C(=O)OC
21.0 | -0.8 | O=[N+]([O-])c1cccc(S(=O)(=O)Nc2nc3ccccc3nc2Nc2cccc(S(=O)(=O)N3CCCCC3)c2)c1
0.6 | 2.4 | Cc1cccc(NC(=S)NC(=O)Cc2ccccc2)c1C
-1.7 | 3.6 | CC(=O)c1ccc(NC(=O)CN2CCN(CC(=O)Nc3ccc(C(C)=O)cc3)CC2)cc1
-1.7 | 1.8 | NCC(c1ccco1)c1c[nH]c2ccccc12 (centres undefined)
-1.4 | -1.7 | CC(C)(C)c1cc(CCC(=O)NCc2cccnc2)cc(C(C)(C)C)c1O
-2.4 | -3.3 | COc1ccccc1CCNC(=O)c1cc(-c2ccncc2)nc2ccc(Br)cc12
4.1 | 0.2 | O=C(Nc1sc2c(c1C(=O)NC1CCCCC1)CCC2)c1ccco1
3.7 | -2.1 | COCCCNc1ncnc2c1nc1n2CCCC1
-1.5 | -0.1 | CNc1ncc(C(=O)c2ccc(Br)cc2)s1
-0.6 | -1.4 | O=C(c1cccc(NS(=O)(=O)c2cccc(F)c2)c1)N1CCCC1
0.5 | 0.3 | COC(=O)c1ccn(Cc2ccccc2Cl)n1
-1.3 | -1.0 | COc1ccccc1Nc1nc(-c2c(C)nc3ncccn23)cs1
0.6 | 2.5 | COC(=O)c1ccc(COc2ccc3ccc(=O)oc3c2)o1
5.2 | -3.0 | O=C(Cc1ccccc1)NCC(=O)Nc1cc(Cl)ccc1Cl
7.1 | -0.6 | O=C(Nc1nc(-c2cccs2)c(-c2cccs2)s1)C1CCCC1
2.1 | 0.7 | Cc1ccc2c(c1)N(CC(=O)N1CCC(O)CC1)C(=O)CO2
7.8 | -3.6 | C(=C\c1ccccn1)/c1cccnc1
8.0 | -2.5 | Cc1cc(NS(=O)(=O)c2c(C)[nH]c(=O)[nH]c2=O)ccc1Br
1.4 | -2.1 | C/C(=N/NC(=O)c1ccc(Br)o1)c1cccs1
22.2 | -2.3 | COc1ccc(N(/N=C2\Sc3ccccc3C2=O)C(C)=O)cc1
2.6 | 0.1 | COc1ccc(Cl)cc1NC(=O)NNC(=O)c1ccccn1
-1.3 | -1.2 | CN(Cc1ccc(C(F)(F)F)cc1)C(=O)C1CCC(=O)N(C2CC2)C1 (centres undefined)
2.3 | 1.0 | Cc1ccc(S(=O)(=O)N2CCOCC(=O)NCCOCCNC(=O)COCC2)cc1
21.3 | 0.9 | CCc1cccc(CC)c1NC(=O)c1cccc(S(=O)(=O)N2CCN(C)CC2)c1
4.2 | -0.8 | COc1ccc(C2/C=C\CN(C(=O)Oc3ccccc3)CC(=O)N2Cc2ccc(F)cc2)cc1 (centres undefined)
2.1 | 1.1 | COc1ccccc1N1CCN(C2CCCN(C(=O)CN3CCCC3=O)C2)CC1 (centres undefined)
4.2 | 0.1 | Cc1ccc(-c2c(C)nn3c(N4CCOCC4)cc(C)nc23)cc1
3.0 | -9.2 | NC(=S)c1cc2ccc(O)cc2oc1=O
7.9 | 2.4 | CCN(c1cc(C)cc(C)c1)S(=O)(=O)c1nnc(NC(=O)C(C)(C)C)s1
2.6 | 3.8 | CC(=O)NCCC(=O)N(C)CC1CCN(CCc2cccc(C(F)(F)F)c2)CC1
0.9 | ? | CC(C)CC1=NN2C(=N)/C(=C\c3coc4ccccc4c3=O)C(=O)N=C2S1
5.3 | -1.5 | COC(=O)c1ccc(CNC(=O)Cn2cnnn2)cc1
-0.8 | -1.4 | Cc1cc(C(=O)Nc2ccc(C#N)cc2)on1
6.2 | 0.9 | Clc1nssc1=Nc1ccc(Br)cc1

Continued:
PAFAH1B2 inh | MEX-5 binding | molecule
0.1 | 0.7 | O=C(CN1CCN(CC(=O)Nc2ccccc2F)CC1)Nc1cccc(F)c1
0.7 | 2.6 | CCCCOc1ccc(CN2CCSCC2)cc1
-2.6 | 0.0 | CN1CCCN(S(=O)(=O)c2ccc(Cl)c(Cl)c2)CC1
2.7 | -1.8 | CCn1ccnc1CN(C)Cc1c(C(=O)N2C[C@@H](C)O[C@@H](C)C2)nc2ccc(Cl)cn12
1.4 | 2.4 | CCC(C)NC(=O)c1ccccc1NC(=O)COc1ccc(OC)cc1 (centres undefined)
4.8 | -0.9 | COc1cccc(C(=O)CSc2nnc(CNS(=O)(=O)c3ccc(C)cc3)n2C)c1
-2.4 | -1.2 | O=C(Nc1ccc(-c2nc3cccnc3s2)cc1)c1ccc(Br)o1
1.1 | 0.2 | Cc1ccc(NC2CCCN(C(=O)c3ccoc3C)C2)cc1C (centres undefined)
4.9 | -2.3 | CCOC(=O)Nc1ccc2c(c1)N(C(=O)CN(CC)CC)c1ccccc1CC2
0.1 | 1.3 | CCN(Cc1cc(=O)oc2cc(C)ccc12)c1ccccc1
3.8 | 0.4 | COc1cccc(C(=O)N2CCN(C3CCC(c4ccccc4)CC3)CC2)c1 (centres undefined)
4.5 | -0.8 | CSCCC(NS(=O)(=O)c1ccc(C)cc1)C(=O)NNC(=O)c1csc(N2CCOCC2)n1 (centres undefined)
2.3 | -7.9 | Cc1cnc2cc(Cl)ccc2c1SCC(=O)O
3.3 | 1.7 | CCCN1CCN(CCNC(=O)Nc2ccccc2Cl)CC1
4.9 | 2.2 | Fc1ccccc1Nc1nc(N2CCOCC2)nc(N2CCOCC2)n1
9.4 | -1.5 | CCCCn1c(SCN2C(=O)c3ccccc3C2=O)nc2cc(S(N)(=O)=O)ccc21
-3.8 | 0.8 | Nc1ccccc1-c1nc2ccccc2[nH]c1=O
6.3 | -1.4 | O=C(C1CC1)N1c2ccccc2Sc2ccccc21
9.1 | 1.2 | CC(Oc1ccc2ccccc2c1)C(=O)NNC(=O)Nc1ccccc1 (centres undefined)
9.2 | -1.0 | CN(C(=O)c1ccnn1C)C1CCCN(Cc2ccccc2F)C1 (centres undefined)
1.4 | -0.8 | C=CCn1c(N)c(C(=O)OC(C)(C)C)c2nc3ccccc3nc21
2.4 | 1.3 | CC(=O)Nc1ccc(NC(=O)COc2ccccc2C(=O)Nc2cccc(Cl)c2Cl)cc1
6.7 | 1.9 | COc1ccc2cc(C(=O)NCCc3ccccc3)[nH]c2c1
14.1 | 2.1 | COc1cc(C(=S)N2CCN(C(c3ccccc3)c3ccccc3)CC2)cc(OC)c1O
3.4 | -1.1 | COc1ccc(OC)c2c1cc(C(=O)N[C@H](C(=O)N1CCC(C(=O)O)CC1)C(C)C)n2C
7.1 | -0.5 | CCN(CC(=O)NCc1ccc(F)cc1)C(=O)/C=C/c1cc(OC)ccc1OC
5.1 | 1.8 | Cc1cc(NC(=O)CCN2CC(C)OC(C)C2)ccc1Br (centres undefined)
4.8 | 0.4 | COC(=O)c1cc(C(=O)OC)cc(N2C(=O)CC(N3CCN(c4ccccc4)CC3)C2=O)c1 (centres undefined)
-3.1 | 3.9 | CC1CCC2C(=O)N(c3cc(Cl)ccc3OC(=O)c3ccco3)C(=O)C2C1 (centres undefined)
-0.4 | 2.3 | COc1ccc(C(=O)Nc2nc3ccc(OC)cc3s2)cc1
-3.5 | -2.4 | COc1ccc(CCNC(=O)c2c(O)c3ccccc3[nH]c2=O)cc1OC
3.9 | -2.2 | Cc1[nH]c(=O)[nH]c(=O)c1S(=O)(=O)Nc1ccc(F)cc1F
-0.7 | -3.4 | CCCCNC(=O)c1ccc2c(c1)C(=O)N(Cc1ccncc1)C2=O
5.4 | 3.9 | O=CNCCCc1nc2ccccc2n1CCc1ccccc1
4.8 | 2.8 | O=C(Nc1ccccc1)Nn1cnnc1
6.2 | 2.2 | COC(=O)CN(C#N)c1nc(NCc2ccccc2)nc(OC)n1
0.4 | 0.2 | COc1ccc(NC(=O)c2cc(-c3ccccc3O)n[nH]2)cc1Cl
5.2 | -2.1 | CCc1ccc(N2CCN(S(=O)(=O)CC34CCC(CC3=O)C4(C)C)CC2)cc1 (centres undefined)
1.4 | 0.5 | COc1cc(C(=S)N2CCOCC2)cc(OC)c1OC(=O)c1ccc(C)cc1
14.4 | 5.2 | O=c1cc(O)n(Cc2ccc(F)cc2)c(=O)[nH]1
2.8 | -30.0* | CC1=NN(C(N)=S)C(=O)C1N=Nc1cccc(C(=O)O)c1 (centres undefined)
0.0 | -1.8 | CC(C)C(NC(=O)CCN1C(=O)c2ccccc2C1=O)c1ccccc1 (centres undefined)
4.9 | 3.4 | COc1ccc(CC(=O)Nc2nnc(C(C)C)s2)cc1
-4.5 | -6.0 | COc1cc(C2C3=C(CC(C)(C)CC3=O)N(C)C3=C2C(=O)CC(C)(C)C3)ccc1O
1.4 | -2.1 | CSc1ccc(NC(=O)Nc2ccc(C(=O)NCC(=O)O)cc2)cc1
2.9 | -0.1 | COc1cccc(NC(=O)c2cnc(SC)nc2C)c1
2.1 | -1.8 | Cc1c(-c2n[nH]c(=S)n2-c2ccc(Br)cc2)nnn1-c1ccc(Cl)cc1
8.4 | -2.2 | CCOc1ccc(NC(=O)CN2CCN(CC(=O)Nc3ccc(N(C)C)cc3)CC2)cc1

5 neighbouring records from above:
PAFAH1B2 inh | MEX-5 binding | molecule
-4.5 | -6.0 | COc1cc(C2C3=C(CC(C)(C)CC3=O)N(C)C3=C2C(=O)CC(C)(C)C3)ccc1O
1.4 | -2.1 | CSc1ccc(NC(=O)Nc2ccc(C(=O)NCC(=O)O)cc2)cc1
2.9 | -0.1 | COc1cccc(NC(=O)c2cnc(SC)nc2C)c1
2.1 | -1.8 | Cc1c(-c2n[nH]c(=S)n2-c2ccc(Br)cc2)nnn1-c1ccc(Cl)cc1
8.4 | -2.2 | CCOc1ccc(NC(=O)CN2CCN(CC(=O)Nc3ccc(N(C)C)cc3)CC2)cc1

(list continues)
PAFAH1B2 inh | MEX-5 binding | molecule
3.5 | 0.2 | CS(=O)(=O)N(CC(=O)N1CCc2ccccc2C1)c1ccc(Cl)cc1F
12.9 | -0.8 | O=C(O)c1ccc(/C=C2/SC(=S)N(Cc3ccccc3)C2=O)cc1
3.4 | -3.1 | NC(=O)C1CCCCc2c1[nH]c1ccc(Cl)cc21 (centres undefined)
6.6 | 0.3 | Cn1c(=O)[nH]c(=O)c2c1nc(NCc1ccccc1)n2Cc1ccc(F)cc1
5.1 | -3.7 | C=CCOC(=O)C1=C(C)NC(=O)NC1c1ccc(O)cc1 (centres undefined)
4.3 | -4.3 | Cc1nc(SCC(=O)NCC2CCCO2)c2c3c(sc2n1)CCC3 (centres undefined)
9.2 | 0.1 | O=C(/C=C/c1ccccc1)Nc1scc(-c2ccccc2)c1C(=O)O
8.7 | -0.7 | COc1cc(NC(=O)c2ccccc2F)ccc1NC(=O)c1cc2ccccc2o1
1.7 | 2.6 | Cc1ccc(N2CCN(C(=O)C3CCC(=O)N(Cc4ccc(Cl)cc4)C3)CC2)c(C)c1 (centres undefined)

A draw from above in order of molecular weight, rising:
PAFAH1B2 inh | MEX-5 binding | molecule
5.1 | -3.7 | C=CCOC(=O)C1=C(C)NC(=O)NC1c1ccc(O)cc1 (centres undefined)
12.9 | -0.8 | O=C(O)c1ccc(/C=C2/SC(=S)N(Cc3ccccc3)C2=O)cc1
8.7 | -0.7 | COc1cc(NC(=O)c2ccccc2F)ccc1NC(=O)c1cc2ccccc2o1

Whole records as entered above:
`COC(=O)c1sc2ccccc2c1C(=O)OC` as listed: PAFAH1B2 inh = -1.9; MEX-5 binding = 2.6
`COc1ccccc1Nc1nc(-c2c(C)nc3ncccn23)cs1` as listed: PAFAH1B2 inh = -1.3; MEX-5 binding = -1.0

Screening results deposited in PubChem BioAssay by several laboratories.
